RAM network inh: blocks the yeast RAM network | S. cerevisiae dse1pr::URA3 reporter, 5-FOA growth OD615, 2 d; analog-sensitive cbk1-as2 kinase mutant strain | inhibition, % at 50 µM | hit rate 1.8% among 190,000 | AID 868;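 active = inhibition above a set limit, 3 SD over mean compound inhibition, cut at about 8.4% in these data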;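 also: 0% = DMSO-only wells with no growth and 100% = 10 µM 1-NA-PP1 full growth; inhibition rescues growth on 5-FOA so higher OD means more RAM inhibition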
DTT redox prof: compounds producing H2O2 with reducing agent – biochemical, NIH compound library profiling, artefact control for MLSCN library redox annotation, primary screen. DTT-dependent redox cycling H2O2, phenol red/HRP absorbance; 100% = 100 µM peroxide control, 0% = buffer. hit rate 0.03% among 200,000. AID 878. activation, % at 10 µM;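 active = activation of at least 50% relative to the plate's high and low controls in the primary single-dose screen; inactive = activation below 50%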;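 also: compound incubated with DTT at 0.8 mM final as the reducing agent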
SRC2 TRFRET art: counter-screen for PPARgamma SRC-2 recruitment agonists: TR-FRET artefact; hits give high values; TR-FRET ratio at 8 µM; hit rate 0.4% among 200,000; AID 1049; in the data active = TR-FRET ratio above about 2000; also: inactives centre near 1500; reference of the scale not given here
ROMK primary: human ROMK K+ channel modulation, primary screen | P48048 | Tet-inducible ROMK, thallium flux fluorescence; actives lie on both sides | B-score at 10 µM | hit rate 2% among 130,000 | AID 1918;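 active = signal ratio slope over the read window, or its plate-corrected B-score, at least 3 SD from the plate mean, either direction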;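 also: B-score of the F/F0 ratio slope over 7 to 12 s after thallium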
Target sequence (P48048 whole entry, looked up): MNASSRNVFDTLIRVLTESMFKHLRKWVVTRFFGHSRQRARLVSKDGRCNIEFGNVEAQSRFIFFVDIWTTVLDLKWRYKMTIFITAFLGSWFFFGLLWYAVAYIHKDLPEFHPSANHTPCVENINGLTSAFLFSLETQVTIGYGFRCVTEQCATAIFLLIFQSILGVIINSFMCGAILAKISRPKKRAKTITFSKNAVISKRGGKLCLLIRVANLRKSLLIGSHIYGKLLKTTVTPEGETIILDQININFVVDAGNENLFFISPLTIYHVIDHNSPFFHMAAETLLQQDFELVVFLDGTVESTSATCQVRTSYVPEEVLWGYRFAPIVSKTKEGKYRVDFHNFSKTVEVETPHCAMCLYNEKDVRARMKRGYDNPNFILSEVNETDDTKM
PPARg SRC-3 ag: PPARgamma-driven SRC-3 recruitment agonism. AID 731. activation, % at 8 µM. hit rate 0.26% among 200,000. biochemical PPARgamma/SRC-3 coactivator recruitment assay; in the data active = activation above about 23%;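 also: 0% = DMSO and 100% = reference agonist; some compounds past the cut are filed as inactive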
bIAP inh: blocks bovine intestinal alkaline phosphatase activity. 190,000 tested, under 10 active. inhibition, % at 20 µM. purified bovine IAP, CDP-star luminescence, 30 min;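 active = over 50% inhibition of intestinal alkaline phosphatase at 20 µM in the single-dose screen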
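Assay system: bovine IAP enzyme; medium: DEA buffer 100 mM, pH 9.8, with MgCl2 1.0 mM, ZnCl2 0.02 mM; doses: 20 µM single dose; incubation: enzyme reaction for 30 min at room temperature; detection: CDP-star luminescence signal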
Efa HMGR inh: E. faecalis class II HMG-CoA reductase inhibition; purified E. faecalis HMGR, NADPH absorbance 340 nm kinetic; inhibition, % at 10 µM; hit rate 0.41% among 190,000; AID 1066;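 active = inhibition above a set limit, the median over all tested compounds plus 3 SD, cut at about 9.5% in these data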;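 also: enzyme runs in reverse so mevalonate oxidation gives rising NADPH absorbance; 0% = complete reaction with DMSO and 100% = background rate lacking mevalonate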
S1P3 antag: S1P3 (human) receptor antagonism | Q99500 | CHO S1P3 NFAT-BLA reporter, FRET fluorescence, antagonist mode | inhibition, % at 4.98 µM | hit rate 0.27% among 170,000 | AID 485;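 active = inhibition above the plate cutoff, the mean inhibition of test wells on that plate plus 3 SD, cut at about 28% in these data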;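 also: cells challenged with S1P at its EC80 of 0.8 µM; blue over green emission ratio from cleaved BLA substrate after 4 h stimulation; 0% = S1P-stimulated wells and 100% = unstimulated DMSO-only wells; some compounds past the cut are filed as inactive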
Target sequence (Q99500 whole entry, looked up): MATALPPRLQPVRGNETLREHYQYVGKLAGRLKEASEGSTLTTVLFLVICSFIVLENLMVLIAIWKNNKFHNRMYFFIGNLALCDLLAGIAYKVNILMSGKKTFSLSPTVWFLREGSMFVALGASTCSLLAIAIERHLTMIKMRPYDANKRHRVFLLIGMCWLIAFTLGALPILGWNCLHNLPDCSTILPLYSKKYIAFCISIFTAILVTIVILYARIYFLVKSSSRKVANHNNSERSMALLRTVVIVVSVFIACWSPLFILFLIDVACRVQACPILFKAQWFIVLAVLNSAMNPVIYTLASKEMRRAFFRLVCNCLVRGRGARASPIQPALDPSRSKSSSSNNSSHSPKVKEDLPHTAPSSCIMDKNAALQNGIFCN
PPARg SRC-2 ag: PPARgamma-driven SRC-2 recruitment agonism | PPARgamma LBD-SRC-2 recruitment, biochemical | hit rate 0.34% among 200,000 | AID 1032 | P37231 | activation, % at 8 µM; in the data active = activation above about 22%;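 also: 0% = vehicle and 100% = reference agonist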
Lmaj promast: Leishmania major promastigote growth inhibition. Leishmania major promastigotes, resazurin fluorescence viability. inhibition, % at 10 µM. hit rate 9% among 200,000; in the data active = inhibition above about 50%;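 also: promastigotes grown with compound for 44 hours at 28 °C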
PPARg SRC-1 ag: PPARgamma-driven SRC-1 recruitment agonism; PPARgamma-SRC-1 coactivator recruitment biochemical assay; activation, % at 8 µM; hit rate 0.41% among 200,000; AID 631; in the data active = activation above about 19%;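 also: 0% = DMSO and 100% = reference agonist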
Starred values were filed as active, the others as inactive; . = no result given.

SMILES	RAM network inh	DTT redox prof	SRC2 TRFRET art	ROMK primary	PPARg SRC-3 ag	bIAP inh	Efa HMGR inh	S1P3 antag	PPARg SRC-2 ag	Lmaj promast	PPARg SRC-1 ag
Cc1ccc(CN(C(=O)c2cc3ccccc3oc2=O)C2CCS(=O)(=O)C2)cc1 (centres undefined)	0.3	0.5	1561	.	1	6	-6	.	-1	-2	3
COc1ccc(Cl)cc1NC(=S)NN1CCOCC1	3.0	-0.3	1660	-0.19	7	-9	-2	-3	8	1	5
COc1ccccc1NC(=O)CN1CCN(Cc2ccccc2)CC1	1.0	3.2	1507	.	2	-5	3	-4	2	7	-2
Cc1ccc(NC(=O)CN2CCc3ccccc3C2)cc1S(=O)(=O)N1CCOCC1	-0.1	-0.4	1358	0.11	2	10	1	-9	-6	17	-14
CC(=O)Nc1ccc(S(=O)(=O)Nc2nc3ccccc3nc2Sc2nncn2C)cc1	0.3	-4.0	2233*	0.16	0	-8	-4	.	7	-5	0
CCn1nc(C(=O)N[C@@H](CCSC)c2nc3ccccc3[nH]2)c2ccccc2c1=O	0.6	0.0	1429	-0.47	-8	-3	-1	.	-7	9	-6
COc1ccc(C(c2nnnn2C2CCCCC2)N2CCN(c3ccccc3F)CC2)cc1 (centres undefined)	2.6	1.8	1701	.	8	-20	-2	35	4	97*	5
CCCCC(=O)NC(Nc1ccc(C)cn1)(C(=O)OCC)C(F)(F)F (centres undefined)	0.3	1.9	1684	0.79	0	-6	-1	.	2	3	6
CCOc1ccc(NC(=O)CS(=O)CC(=O)NC2CCCc3ccccc32)cc1 (centres undefined)	5.4	0.6	1577	0.35	-3	9	0	18	4	-2	5
CC1=NNC(=O)C1CCC(=O)N/N=C\c1cccc(Cl)c1 (centres undefined)	2.5	-0.7	1638	-0.75	6	4	4	-16	5	1	19
c1ccc(C2c3c(ccc4ccccc34)Oc3ncn4nc(-c5ccco5)nc4c32)cc1 (centres undefined)	6.7	0.5	1542	.	-3	9	-10	-1	0	47	2
Cc1ccc(N(CCCCN2C(=O)c3ccccc3C2=O)C(=O)c2ccc(Cl)s2)cc1	4.1	-0.2	1640	.	1	44	-6	-14	0	2	-1
CN1C(=O)/C(=C/c2cc(C(C)(C)C)c(O)c(C(C)(C)C)c2)NC1=S	4.9	-0.3	1550	.	1	9	0	-5	8	49	3
CCSC(C)CC1C/C(=N/O)c2c(C)noc2C1 (centres undefined)	-0.9	-3.0	1751	.	10	5	-5	-28	14	-2	5
CCC(CC)C(=O)c1c[nH]c(C(=O)NN)c1	1.5	-0.2	1740	0.0059	2	-5	-3	8	-4	15	8
CCCCCCNS(=O)(=O)c1ccc(NC(=O)C2CCCO2)cc1 (centres undefined)	3.0	-0.5	1485	0.048	7	-4	0	-4	-3	-7	3
Cn1nc(-c2ccccc2)c2nc3ccccc3nc21	8.0	0.4	1539	-1.4	-5	6	-3	-27	6	-5	5
COc1cccc(S(=O)(=O)NCc2ccc(C(=O)Nc3ccc(Cl)cc3)cc2)c1	0.9	0.2	1519	.	0	1	-6	2	5	12	8
CCOC(=O)c1cnn(-c2nc(SC)nc3sc4c(c23)CCCC4)c1N	2.0	0.1	1577	.	5	0	-2	.	-2	60*	2
CC1Cc2ccccc2N1C1=CC(=O)CC(C)(C)C1 (centres undefined)	1.1	8.6	1759	-0.99	4	6	-8	-3	14	8	10
CN1CCN(CCNC(=O)Nc2ccccc2C(F)(F)F)CC1	3.0	-1.2	1511	0.83	4	15	-1	-11	5	1	9
Cc1cc(C)c2c(N)c(S(=O)(=O)Cc3ccccc3)sc2n1	1.5	-0.7	1515	1	5	1	-1	.	3	15	1
CCCN(CCC)CCCNC(=O)CS(=O)Cc1nc(-c2ccc(OC)c(OC)c2)oc1C (centres undefined)	1.1	-5.7	1448	0.03	7	-6	1	10	4	7	4
COc1ccc(N2CCN(C(CNC(=O)C(=O)NCCCn3ccnc3)c3ccco3)CC2)cc1 (centres undefined)	2.5	-1.9	1408	0.23	2	-5	-8	-8	-4	7	1
N=c1c(C(=O)NCc2ccco2)cc2c(=O)n3ccccc3nc2n1Cc1ccc(Cl)cc1	1.2	15	1622	.	3	0	2	-24	-6	41	10

Additional compounds:
SMILES	RAM network inh	DTT redox prof	SRC2 TRFRET art	ROMK primary	PPARg SRC-3 ag	bIAP inh	Efa HMGR inh	S1P3 antag	PPARg SRC-2 ag	Lmaj promast	PPARg SRC-1 ag
CCN(CC)CCNC(=O)Cn1cnc2sc(C)c(S(=O)(=O)N3CCN(c4ncccn4)CC3)c2c1=O	0.1	-0.9	1315	-0.59	-4	-12	4	-6	1	1	4
CCOC(=O)CN1C(=O)C2(OCCCO2)c2ccccc21	0.2	2.4	1479	.	-4	9	-1	.	10	-6	0
CCCn1nnc(NC(=S)NC(=O)Cc2ccccc2)n1	1.6	-0.5	1517	0.72	0	-10	-3	-19	-10	-7	-3
CN(C)S(=O)(=O)c1cccc(-c2nnc(SCc3cc(Cl)cc4c3OCOC4)n2N)c1	1.6	-0.9	1555	.	8	5	1	-17	13	4	1
CC(=O)N1c2c(cc(Br)cc2S(=O)(=O)N2CCOCC2)CC1C (centres undefined)	-0.1	-0.9	1597	0.33	1	-11	1	.	0	-4	-3
CSC1=NCCN1C(=O)Cc1ccc(F)cc1	1.1	-0.9	1586	.	7	2	-3	-3	3	9	10
COc1cccc(-c2ccc(-c3noc(-c4cccs4)n3)c(OC)n2)c1	6.2	0.1	1399	0.31	1	9	-6	.	-3	-1	0
CCC(C)N(C(=O)COC(=O)c1[nH]c(C)c(C(C)=O)c1C)C1CCS(=O)(=O)C1 (centres undefined)	.	-0.7	1753	0.0081	-7	5	.	.	6	-7	-3
CCOc1ncccc1C(=O)OCC(=O)c1ccc[nH]1	0.1	2.4	1556	0.26	2	3	2	6	-5	5	-4
COC(=O)Cn1nc(-c2ccccc2)c2cc(Cl)ccc21	0.4	5.1	1502	-0.85	5	12	-3	.	3	-7	3
CCCS(=O)(=O)N1CCCC(C(=O)c2ccccc2OC)C1 (centres undefined)	0.6	-0.6	1515	1.2	-6	0	1	-10	3	-2	-2
N#Cc1ccc(-c2ccc(Cl)cc2)nc1Oc1ccc(F)cc1	3.9	-7.3	5183*	-0.28	0	12	-1	.	322*	5	5
O=C(NC1=NCCS1)C1CC2CCC1C2 (centres undefined)	-0.6	2.2	1466	0.82	0	-3	-7	17	7	-4	3
O=C1CCCC(=O)C1C(=O)C1CCN(S(=O)(=O)c2ccccc2)CC1	-0.6	-0.9	1685	0.073	0	-25	-3	-7	5	3	7
O=C(CN1CCC(NC(=O)c2ccccc2F)CC1)NCc1ccc(F)cc1	3.3	0.2	1379	0.18	-6	-1	2	.	-13	11	-9
CC(C)(C)C(=O)NC(=S)Nc1sc2c(c1C(N)=O)CCC2	2.9	-0.2	1291	1.5	3	-3	-1	-13	-6	12	0
Cc1ccc(C(=O)CSc2nc3ccccc3c(=O)[nH]2)cc1	5.6	0.0	1580	-0.088	-11	6	-5	.	10	44	0
O=C(O)CCCCCCNS(=O)(=O)c1ccccc1	1.4	0.0	1385	-0.25	-18	14	3	.	-2	-4	-9
O=C(N/N=C/c1ccc[nH]1)c1ccccc1O	0.8	0.3	1433	0.57	1	4	10*	-6	5	12	-4
O=c1c(O)c(-c2ccc3c(c2)OCO3)oc2ccccc12	0.8	-4.6	1456	2.3	12	6	-2	-29	-5	-8	0
CSCCC1Nc2ccc(S(=O)(=O)N3CCOCC3)cc2NC1=O (centres undefined)	0.9	-0.4	1561	0.23	4	14	4	-21	-4	-6	5
COc1cc(C(=O)OCC(=O)Nc2cc(-c3cc(C)c(C)cc3C)nn2-c2ccccc2)cc(OC)c1OC	2.4	-0.6	1361	1.8	-5	18	-5	-19	-10	0	-2
Nc1c(C(=O)NC2CCCC2)c2nc3ccccc3nc2n1N	1.9	0.3	1637	0.14	-3	5	-6	-10	-10	11	2
O=C(Nc1nc2c(s1)CN(Cc1ccccc1)CC2)C1CCC1	3.8	-1.5	1589	-0.9	8	-24	0	-14	7	2	10
CCOC(=O)c1cn2nc(-c3ccc(OCC)cc3)cc2nc1C1CCN(C(=O)OC(C)(C)C)CC1	3.2	0.2	1334	-0.55	-3	6	-4	.	-4	12	-5

The listing continues.
SMILES	RAM network inh	DTT redox prof	SRC2 TRFRET art	ROMK primary	PPARg SRC-3 ag	bIAP inh	Efa HMGR inh	S1P3 antag	PPARg SRC-2 ag	Lmaj promast	PPARg SRC-1 ag
COc1ccc(OC)c(NC(=S)N2CCc3ccccc3C2)c1	0.6	0.0	1502	-1.1	1	-1	-7	-13	1	6	-7
CC(C)c1onc(C(=O)NCc2ccc(Cl)cc2)c1[N+](=O)[O-]	3.4	0.1	1490	.	-3	2	-3	6	-1	-9	-3
CSCCC(NC(=O)c1ccccc1)C(=O)NC1CC1 (centres undefined)	1.3	2.5	1465	.	-3	-13	-3	.	-1	-6	0
NS(=O)(=O)c1ccc(NC(=O)CN2CCCN(S(=O)(=O)c3ccc(F)cc3)CC2)cc1	0.4	-1.7	1595	0.91	-7	-3	3	-4	-2	-3	3
O=C(CSCc1ccc(Cl)cc1Cl)Nc1ccccc1C(=O)Nc1ccc(C(=O)O)cc1	1.2	-2.0	1296	0.67	-1	1	-4	-17	3	-6	-9
Nc1nnn(CC(=O)N/N=C/c2cccc3ccccc23)n1	0.2	-0.2	1558	.	-2	8	-5	-8	-2	-1	6
NC(=O)C1(N2CCCCC2)CCN(C(=O)NC23CC4CC(CC(C4)C2)C3)CC1	0.8	-0.1	1533	0.77	-3	1	-3	.	-1	-13	3
CCNC(=S)NNC(=O)CCn1cc(C)cn1	3.6	-0.5	1456	0.79	3	21	-3	-21	2	1	12
Cc1ccc(Cl)cc1N1CCN(Cc2cc3c(cc2O)CCC3)CC1	2.2	-1.6	1520	0.75	7	38	-3	.	5	34	0
C/C(=N\O)c1ccc2c3c([nH]c2c1)CCCC3	0.3	-3.2	1681	.	9	-5	2	34	10	10	1
COc1ccc(-c2cc(C(=O)OC3CCOC3=O)c3ccccc3n2)cc1 (centres undefined)	-0.4	1.3	1421	.	6	2	0	.	4	-2	0
COC(=O)c1cc2occc2n1Cc1nc(-c2ccccc2Cl)oc1C	6.6	0.6	1448	0.52	3	15	-3	4	1	-1	2
Cc1c(Nc2nc3ccccc3nc2NS(=O)(=O)c2ccccc2)c(=O)n(-c2ccccc2)n1C	-0.4	2.7	1553	.	5	2	0	-18	4	-6	-1
CCOc1cc(/C=C2/C(=N)N3C=CSC3=NC2=O)ccc1OCCCOc1ccccc1C	7.7	0.5	1590	.	3	4	-4	.	5	0	6

Hits appear at their usual frequency (roughly 13% active in at least one column).
